TR-FRET SRC-2 ct = flags TR-FRET format artefacts in PPARgamma SRC-2 recruitment agonist screen; TR-FRET artefact counter-screen; stronger effect = higher value; TR-FRET ratio at 8 µM; 200,000 compounds, 0.4% hits; in the data active means TR-FRET ratio above about 2000; further: inactives centre near 1500
bIAP inh = blocks bovine intestinal alkaline phosphatase activity; purified bovine IAP, CDP-star luminescence, 30 min; 190,000 tested, under 10 active; inhibition, % at 20 µM;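 active means over 50% inhibition of intestinal alkaline phosphatase at 20 µM in the single-dose screen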
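Incubation: 30 min reaction at room temperature / Material: purified bovine intestinal alkaline phosphatase (IAP) enzyme / Input: enzyme at 1/65,000,000 dilution / Dosing: 20 µM single dose / Signal: CDP-star luminescence signal / Reagent: CDP-star chemiluminescent phosphatase substrate, 30 µM final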
STAT3 inh = inhibitors of IL-6 induced STAT3 signaling; 190,000 compounds, 0.89% hits; AID 862; U3A cells, IL-6 STAT3-luciferase reporter, luminescence; host cell line lacks STAT1; inhibition, % at 5.5 µM;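 active means inhibition above the mean inhibition across all screened compounds plus 3 SD, cut at about 44% in these data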;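 further: 0% = DMSO only wells and 100% = 100 µM nifuroxazide control wells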
STAT3 activator = activators of IL-6 induced STAT3 signaling; U3A cells, IL-6 STAT3-luciferase reporter, luminescence; 100% = signal with IL-6 EC80 alone; AID 871; activation (% of control), % at 5.6 µM; 190,000 compounds, 0.91% hits;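 active means activation above the screen-wide mean of compound activation plus 3 SD, cut at about 130% in these data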;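 further: 0% = background luminescence of wells with medium and substrate only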
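Material: human STAT1-deficient U3A cells with stable STAT3-luciferase reporter / Probe or stimulus: IL-6 stimulus at 33 ng/mL final / Schedule: 1 h compound pre-exposure, 6 h IL-6 stimulation, 37 °C / Technique: luminescence / Read-out basis: percent of IL-6-only median luminescence / Control set: IL-6-only high control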
STAT1 blocker = inhibitors of IFN-gamma induced STAT1 signaling | NIH 3T3 STAT1-luciferase reporter, luminescence | AID 920 | 200,000 compounds, 0.35% hits | inhibition, % at 5.5 µM;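 active means inhibition above a set limit, the mean inhibition across all tested compounds plus 3 SD, cut at about 34% in these data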;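 further: 0% = IFN-gamma with DMSO and 100% = IFN-gamma with 300 µM nifuroxazide; values of inactives mirror those of a sister screen read the other way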
TNAP act hiacc = TNAP (human) activation, high acceptor; activation factor at 20 µM; purified TNAP, CDP-star luminescence, 1 M DEA, 30 min; stronger effect = higher value; 0 = EDTA background, 1 = DMSO-only activity; 200,000 tested, under 10 active;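 active means activation factor at least 2 at 20 µM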
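Control set: EDTA negative control, DMSO positive control / Assay system: human TNAP / Quantity: TNAP 1/800 final / Evaluation: TNAP activation factor scaled between EDTA and DMSO control wells / Measured by: luminescent substrate turnover signal / Compound dosing: one dose, 20 µM / Times: 30 min enzyme reaction at room temperature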
PPARg SRC-3 ag = PPARgamma-driven SRC-3 recruitment agonism | 200,000 compounds, 0.26% hits | activation, % at 8 µM | biochemical PPARgamma/SRC-3 coactivator recruitment assay | P37231 | AID 731; in the data active means activation above about 23%;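 further: 0% = DMSO and 100% = reference agonist; some compounds past the cut are filed as inactive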
PPARg SRC2 recr = promotes SRC-2 coactivator recruitment by human PPARgamma. P37231. PPARgamma LBD-SRC-2 recruitment, biochemical. activation, % at 8 µM. 200,000 compounds, 0.34% hits; in the data active means activation above about 22%;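 further: 0% = vehicle and 100% = reference agonist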
ROMK mod = modulates human ROMK potassium channel activity | P48048 | Tet-inducible ROMK, thallium flux fluorescence; actives lie on both sides | B-score at 10 µM | 130,000 compounds, 2% hits;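 active means signal ratio slope over the read window, or its plate-corrected B-score, at least 3 SD from the plate mean, either direction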;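 further: B-score of the F/F0 ratio slope over 7 to 12 s after thallium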
Target sequence (P48048 whole entry, looked up): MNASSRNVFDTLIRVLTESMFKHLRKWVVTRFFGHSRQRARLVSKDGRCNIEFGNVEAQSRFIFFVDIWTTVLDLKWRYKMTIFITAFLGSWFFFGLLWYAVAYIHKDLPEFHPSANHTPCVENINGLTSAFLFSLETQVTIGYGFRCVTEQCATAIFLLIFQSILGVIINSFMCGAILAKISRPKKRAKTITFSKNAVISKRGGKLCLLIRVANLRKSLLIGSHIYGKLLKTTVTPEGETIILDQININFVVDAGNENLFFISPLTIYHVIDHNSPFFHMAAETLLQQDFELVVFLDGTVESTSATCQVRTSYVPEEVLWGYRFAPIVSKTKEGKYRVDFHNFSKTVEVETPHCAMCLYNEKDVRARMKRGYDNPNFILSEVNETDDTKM
bIAP activator = intestinal alkaline phosphatase (bovine) activation; purified bovine IAP, CDP-star luminescence, 30 min; stronger effect = higher value; fold of DMSO-control signal, blank-subtracted; activation factor at 20 µM; 200,000 compounds, 0.17% hits;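 active means activation factor of 2 or more at 20 µM, a signal rise over negative controls twice the positive control's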
PPARg SRC-1 ag = agonists of human PPARgamma SRC-1 coactivator recruitment; P37231; PPARgamma-SRC-1 coactivator recruitment biochemical assay; activation, % at 8 µM; 200,000 compounds, 0.41% hits; AID 631; in the data active means activation above about 19%;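 further: 0% = DMSO and 100% = reference agonist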
Active calls of the source: *; . = no result given.

nr	SMILES	TR-FRET SRC-2 ct	bIAP inh	STAT3 inh	STAT3 activator	STAT1 blocker	TNAP act hiacc	PPARg SRC-3 ag	PPARg SRC2 recr	ROMK mod	bIAP activator	PPARg SRC-1 ag
1	Cc1sc2nc(C3CC3)nc(SCC(=O)NCc3ccco3)c2c1C	1480	-19	1	103	-6	1	10	3	-1.2	1.2	4
2	CCC(=O)N1CCc2cc(S(=O)(=O)NCCN3CCC(C)CC3)ccc21	1599	-2	-5	105	4	1	10	3	-0.66	1	4
3	CCCn1c(SCC(=O)NCc2cccs2)nc2c1c(=O)n(C)c(=O)n2C	1497	3	11	96	11	1	6	0	.	1	6
4	CC1=CC(=NOC(=O)c2cccc([N+](=O)[O-])c2)C=C(C)C1=O	1499	15	-3	104	0	1	5	6	.	0.8	-1
5	COCC(=O)Nc1ccc(-c2cn3cccnc3n2)cc1	1540	-10	2	103	-7	1	11	4	.	1.1	5
6	CCOc1ccc(NC(=S)N(CCc2c(C)[nH]c3ccc(C)cc23)Cc2ccncc2)cc1	1474	20	-3	103	-9	1.1	4	9	-0.14	0.8	8
7	Nc1ccc2nc(C3CCCCC3)[nH]c2c1	1464	-20	4	100	-5	1.1	-1	4	0.68	1.2	-16
8	Cc1c2c(n3c(nc4ccccc43)c1C#N)N(CCN(C)C)CC2	1759	-27	4	97	11	1.1	4	-5	-0.31	1.3	7
9	Cc1ccc(CNC(=O)CSc2nc3ccsc3c(=O)n2Cc2ccccn2)cc1	1457	-18	-6	105	1	1	-2	-9	0.029	1.2	0
10	Cc1ccc2c(c1)N(CCCC(=O)NCCC1=CCCCC1)C(=O)CO2	1664	-1	4	99	4	1	5	0	0.4	1	6
11	CC(C)(C)N(NC(=O)Nc1ccccc1)C(=O)c1ccccc1	1488	-4	3	96	-3	1	0	-11	0.33	1	4
12	Cc1nnc2sc(-c3ccncc3)nn12	1519	-2	1	101	7	1	3	8	-0.39	1	12
13	CC(C)Sc1nnc2n(CCc3ccccc3)c(=O)c3c4c(sc3n12)COC(C)(C)C4	1650	.	12	92	3	.	7	2	-0.24	.	9
14	COC(=O)CSC1=NS(=O)(=O)c2ccccc21	1529	-4	-1	102	-1	1	1	7	.	1	5
15	COc1ccc(S(=O)(=O)N2CCOCC2)cc1NC(=O)CCc1c[nH]c2ccccc12	1530	-44	10	98	-6	1.1	7	1	-0.14	1.4	11
16	CC1=CC=CN2C1=NC(=O)CC2(C)C(=O)N(CC(=O)NC1CCCC1)c1ccccc1C (centres undefined)	1637	5	4	102	-11	1	-1	2	0.88	1	7
17	COc1ccc(OC)c(NC(=O)CSc2nnnn2C)c1	1550	11	6	102	17	1	6	1	0.95	0.9	1
18	NC(=S)N/N=C/c1ccc2c(c1)OCCO2	1530	4	11	92	-15	1	3	8	0.61	1	8
19	COc1ccc(OC)c(-c2cc(C3CCN(c4ncccc4[N+](=O)[O-])CC3)[nH]n2)c1	1488	-2	3	100	-14	1	-4	3	.	1	2
20	O=C(O)c1cc(S(=O)(=O)N2CCCCCC2)c(Cl)cc1Cl	1699	-10	1	102	1	1	5	7	0.55	1.1	10
21	COc1ccc(C(NC(=O)c2ccco2)c2ccc(OC)c(OC)c2)cc1 (centres undefined)	1199	2	0	103	3	1	2	8	.	1	-2
22	CN1CCN(CC#CCn2c3ccccc3c3ccccc32)CC1	1481	1	14	97	5	1	-10	-3	.	1	-2
23	CC(=O)N1Cc2ccccc2CC1C(=O)N1CCN(c2ccccc2)CC1 (centres undefined)	1407	-5	12	96	7	1	-4	-17	-0.22	1.1	0
24	COC(=O)c1ccccc1NC(=O)NCCc1ccccc1OC	1464	-3	3	106	-19	1	4	-6	-0.86	1	8
25	C=CCn1c(SCC(=O)NC2CCCCC2)nnc1C1CCCCC1	1587	5	0	104	2	1.1	7	15	.	0.9	6
26	O=C(NCc1ccco1)[C@@H]1CCCN1C(=O)c1cccs1	1406	2	-3	103	0	1	-2	4	-0.13	1	-1
27	Cc1cc(C)c2[nH]c(=O)c(CN(Cc3cccs3)C(=S)NCc3ccco3)cc2c1	1484	-1	-4	101	4	1	-2	-5	0	1	2
28	Cc1nn(CC#N)c(=O)n1-c1ccccc1	1561	4	8	97	-7	1	3	0	0.13	1	-4
29	CCOC(=O)c1c(N)sc2c1CCCC2	1488	-12	0	104	-13	1	-1	-3	-0.19	1.1	4
30	CCCC(=Nc1ccccc1)C1=C(O)C(C(=O)OC)C(C)(C)CC1=O (centres undefined)	1479	3	-6	108	13	1	-6	-1	-0.48	1	2

The final four records of the part above open the next one.
nr	SMILES	TR-FRET SRC-2 ct	bIAP inh	STAT3 inh	STAT3 activator	STAT1 blocker	TNAP act hiacc	PPARg SRC-3 ag	PPARg SRC2 recr	ROMK mod	bIAP activator	PPARg SRC-1 ag
27	Cc1cc(C)c2[nH]c(=O)c(CN(Cc3cccs3)C(=S)NCc3ccco3)cc2c1	1484	-1	-4	101	4	1	-2	-5	0	1	2
28	Cc1nn(CC#N)c(=O)n1-c1ccccc1	1561	4	8	97	-7	1	3	0	0.13	1	-4
29	CCOC(=O)c1c(N)sc2c1CCCC2	1488	-12	0	104	-13	1	-1	-3	-0.19	1.1	4
30	CCCC(=Nc1ccccc1)C1=C(O)C(C(=O)OC)C(C)(C)CC1=O (centres undefined)	1479	3	-6	108	13	1	-6	-1	-0.48	1	2
31	COc1ccc(C(=O)N2CCOC2CNC(=O)C(=O)NCc2ccc3c(c2)OCO3)cc1 (centres undefined)	1500	-11	-10	115	3	1.1	5	1	0.036	1.1	5
32	NNc1nc2ccc(F)cc2s1	1609	7	-25	124	-56	0.9	1	1	.	0.9	6
33	Cc1cccc(C(=O)NC2CCN(C(=S)NCc3ccco3)CC2)c1	1465	-3	-1	106	2	1	-7	3	.	1	-8
34	C#C[C@]1(O)CC[C@H]2[C@@H]3CCc4cc(O)ccc4[C@H]3CC[C@@]21C	1583	12	5	98	-3	1	-2	9	.	0.9	7
35	O=C(Nc1cccc2ncccc12)c1ccc(OCc2ccccc2)cc1	1565	6	31	77	22	1.1	2	3	-0.44	0.9	0
36	CC(C)COc1ccc(C(=O)Nc2ccc([N+](=O)[O-])cc2)cc1	1676	7	23	86	-18	1	-2	-3	-0.61	0.9	-4
37	Cc1cc(C)cc(C(=O)N(c2ccccn2)C(C)c2ccco2)c1 (centres undefined)	1498	1	13	95	4	1	-11	1	-0.011	1	-4
38	COC(=O)COc1ccc(Cl)cc1C1Nc2ccccc2C(=O)N1c1ccc(OC)cc1 (centres undefined)	1353	5	4	100	-1	1.1	5	6	.	1	-1

By substructure, the compounds so far with a halogen (3)
nr	SMILES	TR-FRET SRC-2 ct	bIAP inh	STAT3 inh	STAT3 activator	STAT1 blocker	TNAP act hiacc	PPARg SRC-3 ag	PPARg SRC2 recr	ROMK mod	bIAP activator	PPARg SRC-1 ag
20	O=C(O)c1cc(S(=O)(=O)N2CCCCCC2)c(Cl)cc1Cl	1699	-10	1	102	1	1	5	7	0.55	1.1	10
32	NNc1nc2ccc(F)cc2s1	1609	7	-25	124	-56	0.9	1	1	.	0.9	6
38	COC(=O)COc1ccc(Cl)cc1C1Nc2ccccc2C(=O)N1c1ccc(OC)cc1 (centres undefined)	1353	5	4	100	-1	1.1	5	6	.	1	-1

Compound activity as filed in PubChem BioAssay.
